Assay outcomes from PubChem BioAssay.
GDH-TPI counter = GDH-TPI coupling enzyme inhibitors, primary screen, artefact control for M. tuberculosis FBA inhibitor project, biochemical, absorbance, full deck | GDH-TPI coupled enzyme counterscreen, NADH absorbance | inhibition, % at 4.8 µM | 360,000 tested, 1.2% active; in the data active = inhibition above about 30%;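 also: 0% = DMSO wells and 100% = wells lacking the enzyme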
PfHsp40 rescue = rescue of yeast from PfHsp40 toxicity, primary screen, S. cerevisiae, ATP luminescence; S. cerevisiae expressing PfHsp40, growth rescue; growth rescue, % at 12.5 µM; 340,000 tested, 0.68% active; AID 504582, 2011; in the data active = growth rescue above about 28%, passing the limit was not always enough; inconclusive = no clear call, values can overlap the other calls;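 also: yeast W303a lacking pdr1 and pdr3 grown in galactose medium; growth measured after three days at 30 °C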
Anthrax LF prot = Bacillus anthracis LF protease inhibitors, primary screen, biochemical, multiplex microsphere, MLPCN library; multiplex microsphere protease cleavage assay; AID 588501, 2011; 360,000 tested, 0.12% active; inhibition, % at 10 µM; Lethal factor (Bacillus anthracis), P15917; also: plate controls were buffer without enzyme for full effect and enzyme alone for no effect
Mtb FBA inh = Mtb FBA enzyme inhibitors, primary screen, biochemical, fluorescence, strain H37Rv | Fructose-bisphosphate aldolase (Mycobacterium tuberculosis (strain ATCC 25618 / H37Rv)), … | purified M. tuberculosis FBA, fluorescence read-out | inhibition, % at 1 µM | 360,000 tested, 2.3% active | AID 588726, 2011; in the data active = inhibition above about 27%;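 also: 0% = vehicle and 100% = reference inhibitor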
Target sequence (P9WQA3 whole entry, looked up): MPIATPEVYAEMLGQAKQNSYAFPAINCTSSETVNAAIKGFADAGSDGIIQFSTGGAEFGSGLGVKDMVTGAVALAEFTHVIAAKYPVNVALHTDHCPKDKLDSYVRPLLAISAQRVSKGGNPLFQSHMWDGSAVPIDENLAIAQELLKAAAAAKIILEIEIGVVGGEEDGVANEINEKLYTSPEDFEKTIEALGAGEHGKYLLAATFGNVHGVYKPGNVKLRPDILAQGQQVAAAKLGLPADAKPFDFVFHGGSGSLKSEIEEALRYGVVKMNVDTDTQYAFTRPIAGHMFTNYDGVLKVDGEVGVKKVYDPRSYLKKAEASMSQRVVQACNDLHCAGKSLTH
FadD28 binding = inhibitors of FadD28 bisubstrate probe binding, primary screen, biochemical, fluorescence polarization, single point | 360,000 tested, 0.22% active | Mycobacterium tuberculosis FadD28 fatty-acid-AMP ligase | inhibition, % at 12.5 µM; in the data active = inhibition above about 8.5%, passing the limit was not always enough; inconclusive = no clear call, values can overlap the other calls
BoNT F protease = BoNT/F light chain protease inhibitors, primary screen, biochemical, flow cytometry, MLPCN library | Botulinum neurotoxin type F light chain protease (Clostridium botulinum) | 360,000 tested, 0.22% active | Multiplex microsphere protease cleavage assay | inhibition, % at 10 µM; in the data active = inhibition above about 35%, passing the limit was not always enough; inconclusive = no clear call, values can overlap the other calls; also: plate controls were buffer without enzyme for full effect and enzyme alone for no effect
Mtb BioA inh = M. tuberculosis BioA enzyme inhibitors, primary screen, biochemical, plate reader, single point, HTS; 7,8-diaminopelargonic acid synthase BioA (Mycobacterium tuberculosis); purified M. tuberculosis BioA enzyme; 360,000 tested, 0.096% active; inhibition, % at 9.99 µM; in the data active = inhibition above about 40%; inconclusive = no clear call, values can overlap the other calls
BoNT A protease = BoNT/A light chain protease inhibitors, primary screen, biochemical, flow cytometry, MLPCN library | 360,000 tested, 0.17% active | multiplex microsphere protease substrate cleavage | inhibition, % at 10 µM | AID 588499, 2011 | Botulinum neurotoxin type A light chain protease (Clostridium botulinum A str. ATCC 3502); also: plate controls were buffer without enzyme for full effect and enzyme alone for no effect
UGM FP inh = M. tuberculosis UGM enzyme inhibitors, primary screen, biochemical, fluorescence polarization, single point; UDP-galactopyranose mutase (Mycobacterium tuberculosis (strain ATCC 25618 / H37Rv)), …; 320,000 tested, 0.06% active; inhibition, % at 10 µM; purified UGM, fluorescence polarization probe displacement; in the data active = inhibition above about 10%, passing the limit was not always enough; inconclusive = no clear call, values can overlap the other calls
Target sequence (P9WIQ1 whole entry, looked up): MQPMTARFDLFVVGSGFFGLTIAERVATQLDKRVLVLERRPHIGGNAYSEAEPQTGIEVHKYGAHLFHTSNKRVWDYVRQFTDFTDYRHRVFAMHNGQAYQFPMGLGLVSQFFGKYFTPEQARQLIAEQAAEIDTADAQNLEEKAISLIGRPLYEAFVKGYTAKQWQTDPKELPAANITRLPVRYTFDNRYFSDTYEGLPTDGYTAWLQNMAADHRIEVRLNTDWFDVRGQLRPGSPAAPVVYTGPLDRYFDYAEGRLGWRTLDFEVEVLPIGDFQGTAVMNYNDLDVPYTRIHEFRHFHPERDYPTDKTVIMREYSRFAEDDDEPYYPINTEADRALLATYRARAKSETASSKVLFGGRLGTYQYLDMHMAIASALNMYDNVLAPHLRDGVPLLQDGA
* hit, by the source's call; ? = inconclusive; nt = no result given; & = joins results of further samples. Rule as the data show it, unless noted: active = inhibition above about 30%; inconclusive = no clear call, values can overlap the other calls; inactive = below that. Rows were taken by chance; 4.7% or so of the library scored in one or more.

SMILES	GDH-TPI counter	PfHsp40 rescue	Anthrax LF prot	Mtb FBA inh	FadD28 binding	BoNT F protease	Mtb BioA inh	BoNT A protease	UGM FP inh
CNC(=O)COC(=O)c1ccc(Cl)c(S(N)(=O)=O)c1	2	-0.9	-12	-2	-1.1	-4	nt	-0.8	2.1
CC(C)(C)NC(=O)NC(=O)COC(=O)c1c(F)cccc1Cl	5	0.7	-2	-1	0.0	-6	nt	-0.3	1.0
Cc1cc2nc3n(c2cc1C)CC1CC(C(=O)NCCC(C)C)N(C)C31 (stereo unspecified)	-4	0.3	-2	0	-1.5	-2	-3.2	-0.1	-2.5
O=C(CSCCOc1ccccc1)NCc1ccncc1	6	-0.9	1	-5	-1.8	-9	nt	-0.1	-0.9
CCC(CC)c1nc(C#N)c(NC(C)c2ccccc2)o1 (stereo unspecified)	9	0.5	-2	-3	0.3	4	nt	-0.3	-1.8
COc1ccc(CCNC(=O)c2cc3c(C)nccc3[nH]c2=O)cc1OC	10	-0.4	-3	-4	-5.6	-5	2.6	-0.5	-2.9
O=C(NCc1ccccn1)c1cccc(S(=O)(=O)Nc2ccc(F)cc2)c1	1	nt	3	2	0.2	-11	nt	-1.0	nt
O=C1/C(=C/c2cccs2)SC(=S)N1CCC(=O)N1CCCCC1CCO (stereo unspecified)	9	-0.7	4	-5	-0.3	4	-0.9	4.5	-2.5
COc1ccc(CC(=O)Nc2cccc(SC)c2)cc1	-10	1.8	-1	-6	-5.2	-1	nt	0.0	nt
Cc1c(CC(=O)Nc2ccc(Cl)cc2)sc2ccc(Cl)cc12	4	0.3	-11	-2	-1.0	?	-0.5	?	-0.4
CC(C)NC(=S)n1cc(C(=O)c2cc(Cl)cc(Cl)c2O)cn1	0	-0.6	-1	7	0.7	1	-0.4	0.6	-1.3
CC(=O)C[C@H](O)CC(=O)[C@@H]1OC(=O)CCCCC/C=C/Cc2ccccc21	0	0.5	3	5	0.5	-6	3.1	0.2	0.4
COc1cccc(NC(=O)CCNS(=O)(=O)c2ccc3c(c2)oc(=O)n3C)c1	7	-1.5	-4	3	-1.3	2	nt	-0.1	-0.2
Cc1nnc2sc(SCC(=O)N3CCCCC3)nn2c1=O	12	0.4	3	3	2.4	-11	-2.5	-1.1	2.9
N#CC1=C(N)Oc2n[nH]c(-c3cccs3)c2C1c1cccnc1 (stereo unspecified)	4	-1.1	1	-3	-3.6	14	-0.7	0.7	0.8
CCC(=O)c1ccc(OCC(=O)OCC(=O)NCC2CCCO2)cc1 (stereo unspecified)	4	-1.4	-3	2	-1.8	-11	-2.0	-0.9	1.1
CCCCCc1nc2ccccc2c(=O)n1N	-6	-0.5	2	3	-3.3	4	-1.9	1.2	2.2
Cc1oc2c(CN3CCOCC3)c(O)ccc2c(=O)c1-c1ccccc1	24	-1.4	-2	98*	-2.0	-9	2.8	-1.2	-1.5
O=C(O)c1ccccc1-c1ccccc1C(=O)NCCc1ccccc1	8	0.0	9	-2	3.0	?	-0.8	-0.4	2.7
Cc1ccnc(NC(=O)c2ccc3c(c2)S(=O)(=O)c2ccccc2C3=O)c1	-11	2.6	-8	-1	-3.3	-7	-1.8	-0.7	1.9
CCOC(=O)c1nn(-c2ccc(F)cc2)c(-c2ccccc2)c1C(=O)c1ccccc1	5	-2.2	-10	-3	-1.6	-5	-1.9	-0.1	3.0
CCCCCNC(=O)C1CC(=O)OC12CCCCC2 (stereo unspecified)	-2	-1.0	3	-2	-1.1	5	nt	-0.8	2.8
CC(C)(C)n1nnnc1C(c1ccc2ncccc2c1)N1CCC(O)CC1 (stereo unspecified)	-7	0.6	0	-3	0.8	2	-1.6	-0.2	-0.8
Cc1nonc1C1CCCN1C(=O)c1cc(COc2ccc(F)cc2Cl)on1 (stereo unspecified)	6	0.7	-2	0	-6.7	-1	1.2	0.4	-0.2
O=C1C=C(N2CCN(C3=CC(=O)CCC3)CC2)CCC1	6	0.1	-10	-4	0.0	-35	-4.7	-1.9	-1.8
CCC(CC)c1nnc(NC(=O)CSCc2c(C)noc2C)s1	9	nt	0	0	-1.6	-2	nt	0.4	nt
CCN1C(=O)/C(=C2/Sc3ccccc3N2CCCS(=O)(=O)O)SC1=S	-2&3	-0.2&2.5	2&8	-28&-7	-0.2&0.6	4&0	-1.0&1.9	0.4&-1.1	-1.3
CC(=O)OCC(=O)C1(O)CCC2C3CC(C)C4=CC(=O)C=CC4(C)C3(F)C(O)CC21C (stereo unspecified)	12	0.7	-3	-2	-2.0	-2	0.2	-0.3	nt
COc1ccc(/C(N)=N/OC(=O)Oc2ccccc2)cc1	7	-0.6	-5	1	-0.3	-1	-0.7	-0.4	0.7
Cc1ccc(NC(=O)C2CC(=O)N(c3ccc4c(c3)OCCO4)C2)nc1 (stereo unspecified)	1	0.1	-1	-2	-3.5	5	0.4	-0.4	-1.0
CC1CCN(c2ccc([N+](=O)[O-])cc2C(=O)NCC2CCCO2)CC1 (stereo unspecified)	9	-0.8	1	-2	0.8	5	3.0	0.2	-1.8
CSc1ccc(CN2CCN(Cc3ccc([N+](=O)[O-])cc3)CC2)cc1	6	1.3	-2	-3	-4.6	-7	-0.1	-0.1	-4.1
COc1ccc(C#Cc2cnc3c(c2)C(=O)N([C@H](C)CO)C[C@H](C)[C@@H](CN(C)C(=O)Nc2cccc(OC)c2)O3)cc1	1	nt	4	-1	2.9	-3	-1.1&-0.8&-0.2	-0.4	nt
CC(=O)Nc1ccc(S(=O)(=O)N2CCN(c3ccc([N+](=O)[O-])cc3)CC2)cc1	4	1.5	-6	-8	-3.2	?	0.2	0.6	-0.1
COc1cc(CN2CCC(C(N)=O)CC2)ccc1OCc1ccccc1	-3	0.1	-6	1	-2.3	3	0.6	3.6	-1.6
N#C/C(=C(/O)COC(=O)c1ccccc1O)c1nc2ccccc2s1	26	-1.0	-6	6	-0.1	1	nt	5.4	1.1
CCCCOc1cccc2c(=O)n(CC(=O)Nc3ccc4c(c3)OCCO4)ccc12	12	nt	-4	1	-0.3	0	-1.2	0.2	nt
COc1ccc(C(=O)CC(=O)O)c2c1C=CC(C)(C)O2	12	-0.4	nt	4	0.1	nt	4.6	nt	2.9
COc1ccccc1OCC(=O)NCCC1=CCCCC1	0	0.1	-1	6	0.0	-18	nt	-2.9	2.1
Cc1ccc([N+](=O)[O-])cc1/C=N/Nc1nnnn1-c1ccccc1	7	0.2	4	3	-1.6	4	-0.8	0.2	0.4
CCOCCCNC(=O)C(c1ccc(C)cc1)N1CCOCC1 (stereo unspecified)	7	-1.3	-4	1	0.3	4	-1.5	-0.3	1.9
CC1=C(C(=O)N(C(C)C)C(C)C)CC(CC(=O)NCc2ccco2)C(=O)N1Cc1ccccc1 (stereo unspecified)	nt	nt	-4	-1	-2.7	1	-1.1	0.1	nt
COc1cc(NC(=O)CSc2nc3[nH]ncc3c(=O)n2-c2ccccc2C)cc(OC)c1OC	-7	0.8	0	0	-4.7	-1	nt	0.3	1.6
COc1ccc(-c2nc3ccccc3c(=O)n2-c2cccnc2)cc1	17	0.1	0	-2	0.0	-2	6.0	?	-5.2
O=c1c(-c2ccc(Br)cc2)[n+]([O-])c2ccccc2n1OCc1ccccc1	-8	-0.9	6	3	-2.2	9	-0.7	0.6	-0.7
CCC(=O)N1CCc2cc(S(=O)(=O)CCC(=O)NCc3cccc(OC)c3)ccc21	-2	-1.4	-1	-2	-0.9	4	-3.4	0.6	-0.7
COc1ccc(Br)cc1S(=O)(=O)NCc1ccccc1	2	0.1	-1	-6	-2.6	0	1.1	-0.5	0.1
O=C(NCCCN1CCOCC1)C(=O)NCC1OCCN1S(=O)(=O)c1ccc(Cl)cc1 (stereo unspecified)	11	nt	-10	3	-2.4	-5	0.7	-0.1	nt
O=C(Nc1ccc2c(c1)OCO2)C1CCN(C(=O)CSc2ncnc3ccccc23)CC1	5	0.2	-27	1	-4.9	-23	nt	-1.5	-1.0
CC1(C(=O)O)Sc2[nH]c(=O)sc2C2c3ccccc3OC(=O)C21 (stereo unspecified)	-5	-0.5	5	-1	-5.4	-2	0.4	0.3	0.7

Arranged by length of the SMILES (rising): some entries from above.
SMILES	GDH-TPI counter	PfHsp40 rescue	Anthrax LF prot	Mtb FBA inh	FadD28 binding	BoNT F protease	Mtb BioA inh	BoNT A protease	UGM FP inh
COc1ccc(Br)cc1S(=O)(=O)NCc1ccccc1	2	0.1	-1	-6	-2.6	0	1.1	-0.5	0.1
CCOCCCNC(=O)C(c1ccc(C)cc1)N1CCOCC1 (stereo unspecified)	7	-1.3	-4	1	0.3	4	-1.5	-0.3	1.9
O=c1c(-c2ccc(Br)cc2)[n+]([O-])c2ccccc2n1OCc1ccccc1	-8	-0.9	6	3	-2.2	9	-0.7	0.6	-0.7
CCC(=O)N1CCc2cc(S(=O)(=O)CCC(=O)NCc3cccc(OC)c3)ccc21	-2	-1.4	-1	-2	-0.9	4	-3.4	0.6	-0.7

Next part
SMILES	GDH-TPI counter	PfHsp40 rescue	Anthrax LF prot	Mtb FBA inh	FadD28 binding	BoNT F protease	Mtb BioA inh	BoNT A protease	UGM FP inh
COc1ccccc1-c1cc(C(=O)NN)[nH]n1	2	-0.2	nt	3	0.1	nt	-4.3	nt	0.9
CCCCN1C(=O)C(CC(=O)NC2CCCCC2)CC(C(=O)N(CC)CC)=C1C (stereo unspecified)	-5	nt	3	-1	-4.2	4	-0.9	0.0	nt
CCN(CC)S(=O)(=O)c1ccc(C)c(NC(=O)Cn2c(=O)cnc3ccccc32)c1	8	4.3	-1	5	-3.6	3	nt	0.8	-3.0
CCOC(=O)N1CCN(CCCc2ccccc2)CC1	-1	0.1	nt	0	0.3	nt	-0.6	nt	0.2
CC(NS(=O)(=O)c1ccc(Br)cc1)C(=O)NCCc1ccccc1 (stereo unspecified)	8	2.1	-11	0	-0.2	5	-0.8	0.8	-1.6
CC(C)C(=O)Nc1c(O)c2ccccc2[nH]c1=O	-1	-0.3	-7	4	-2.9	-2	-0.6	0.7	0.8
O=C(Nc1cc(N2CCCCC2)ncn1)c1ccc(F)cc1	-11	1.8	0	1	-3.0	-1	nt	-0.6	-0.5
CN1CCN(CCOCCOc2ccc(Br)cc2Cl)CC1	1	0.5	3	3	0.9	9	-2.4	-1.0	-1.3
O=C(Nc1nnc(SCc2c(Cl)cccc2Cl)s1)c1cccc([N+](=O)[O-])c1	-3	-1.3	-3	3	-2.6	-7	-0.5	-0.5	-1.7
Cc1ccc(C)c(OCCCC(=O)NC2CCCCC2)c1	-1	1.6	4	4	0.4	-5	-0.2	0.6	0.8
O=C(c1ccco1)N1CCN(C2CC(=O)N(c3ccc(F)c(Cl)c3)C2=O)CC1 (stereo unspecified)	1	-0.4	-1	0	3.2	-5	0.4	-4.7	0.7
COCCNC(=O)C1(C)CCCN(Cc2sc(C)nc2C)C1 (stereo unspecified)	-10	nt	-7	-1	-2.9	-6	0.0	0.0	nt
CC1CCN(C(=O)CN2C(=O)c3ccccc3S2(=O)=O)CC1	-8	-0.7	-8	-2	-1.0	?	-0.2	-0.2	1.8
COc1cc(C2C(C(=O)c3ccco3)=C(O)C(=O)N2Cc2ccccc2)ccc1O (stereo unspecified)	16	-0.1	-6	0	0.6	-26	-0.6	-3.0	4.2
CS(=O)(=O)N1CCN(CC(=O)NC2CCCC2)CC1	8	-0.7	5	0	-0.2	?	-2.7	-1.0	2.7
